# Anthrax LF prot – blocks Bacillus anthracis lethal factor protease | inhibition, % at 10 µM | multiplex microsphere protease cleavage assay, LF | actives 0.12% (n = 360,000); further: plate controls were buffer without enzyme for full effect and enzyme alone for no effect
# PfHsp40 rescue – compounds rescuing yeast from Plasmodium falciparum HSP40 toxicity. S. cerevisiae expressing PfHsp40, growth rescue, ATP luminescence. growth rescue, % at 12.5 µM. actives 0.68% (n = 340,000). AID 504582; in the data active means growth rescue above about 28%, passing the limit was not always enough; inconclusive means no clear call, values can overlap the other calls;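 further: yeast W303a lacking pdr1 and pdr3 grown in galactose medium; growth measured after three days at 30 °C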
# BoNT F protease – blocks Botulinum neurotoxin F light chain protease | Multiplex microsphere protease cleavage assay, flow cytometry | inhibition, % at 10 µM | actives 0.22% (n = 360,000) | AID 588497; in the data active means inhibition above about 35%, passing the limit was not always enough; inconclusive means no clear call, values can overlap the other calls; further: plate controls were buffer without enzyme for full effect and enzyme alone for no effect
# Mtb UGM inh – blocks M. tuberculosis UGM enzyme; purified UGM, fluorescence polarization probe displacement; inhibition, % at 10 µM; actives 0.06% (n = 320,000); in the data active means inhibition above about 10%, passing the limit was not always enough; inconclusive means no clear call, values can overlap the other calls
# Target sequence (P9WIQ1 whole entry, looked up): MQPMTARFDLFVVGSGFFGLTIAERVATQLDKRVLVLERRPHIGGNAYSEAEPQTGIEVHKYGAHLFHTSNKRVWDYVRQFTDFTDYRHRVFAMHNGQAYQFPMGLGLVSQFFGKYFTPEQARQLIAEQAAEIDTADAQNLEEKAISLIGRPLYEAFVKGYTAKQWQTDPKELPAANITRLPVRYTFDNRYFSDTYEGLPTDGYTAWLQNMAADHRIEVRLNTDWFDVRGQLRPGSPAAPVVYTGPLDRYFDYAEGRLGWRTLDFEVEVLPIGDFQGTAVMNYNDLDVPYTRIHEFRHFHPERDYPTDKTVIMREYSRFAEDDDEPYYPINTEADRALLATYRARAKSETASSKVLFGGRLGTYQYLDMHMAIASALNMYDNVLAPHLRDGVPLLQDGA
# BoNT-A LC inh2 – BoNT A light chain protease inhibition. inhibition, % at 10 µM. multiplex microsphere protease substrate cleavage, flow cytometry. AID 588499. actives 0.17% (n = 360,000); further: plate controls were buffer without enzyme for full effect and enzyme alone for no effect
# GDH-TPI counter – counter-screen for M. tuberculosis FBA inhibitors: GDH-TPI coupled enzymes | GDH-TPI coupled enzyme counterscreen, NADH absorbance | AID 588335 | inhibition, % at 4.8 µM | actives 1.2% (n = 360,000); in the data active means inhibition above about 30%;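 further: 0% = DMSO wells and 100% = wells lacking the enzyme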
# FadD28 binding – M. tuberculosis FadD28 bisubstrate binding inhibition; FadD28 bisubstrate probe binding, fluorescence polarization; inhibition, % at 12.5 µM; actives 0.22% (n = 360,000); AID 588549; in the data active means inhibition above about 8.5%, passing the limit was not always enough; inconclusive means no clear call, values can overlap the other calls
# Mtb BioA inh – blocks M. tuberculosis BioA enzyme activity | purified M. tuberculosis BioA enzyme, plate reader | inhibition, % at 9.99 µM | actives 0.096% (n = 360,000) | AID 602481; in the data active means inhibition above about 40%; inconclusive means no clear call, values can overlap the other calls
# FBA Mtb inh – inhibitors of M. tuberculosis fructose-bisphosphate aldolase. inhibition, % at 1 µM. P9WQA3. purified M. tuberculosis FBA, fluorescence read-out. actives 2.3% (n = 360,000). AID 588726; in the data active means inhibition above about 27%;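 further: 0% = vehicle and 100% = reference inhibitor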
# Target sequence (P9WQA3 whole entry, looked up): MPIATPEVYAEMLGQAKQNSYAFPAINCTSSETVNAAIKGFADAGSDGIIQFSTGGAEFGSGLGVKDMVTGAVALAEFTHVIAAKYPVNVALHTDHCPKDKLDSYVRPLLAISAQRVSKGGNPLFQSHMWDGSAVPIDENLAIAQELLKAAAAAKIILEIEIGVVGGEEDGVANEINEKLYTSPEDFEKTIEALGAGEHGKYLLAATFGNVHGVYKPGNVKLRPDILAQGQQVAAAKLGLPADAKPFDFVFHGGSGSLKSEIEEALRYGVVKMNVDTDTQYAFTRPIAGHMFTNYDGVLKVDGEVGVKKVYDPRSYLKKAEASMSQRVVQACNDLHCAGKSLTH
# An asterisk follows results filed as active; ? = inconclusive; . = not tested or not shown. Unless noted, no stated cut-off is given here; in the data, active means inhibition above about 30%; inconclusive means no clear call, values can overlap the other calls; inactive means below that.
SMILES,Anthrax LF prot,PfHsp40 rescue,BoNT F protease,Mtb UGM inh,BoNT-A LC inh2,GDH-TPI counter,FadD28 binding,Mtb BioA inh,FBA Mtb inh
c1ccc(CCCNc2ncccn2)cc1,5,-0.1,-6,2.0,-1.1,-8,-2.7,.,-1
COc1cc(C(=O)Nc2ccccn2)cc(OC)c1OC,-2,-2.0,9,-0.4,-0.1,-2,-4.9,-1.6,4
CC(=O)c1ccccc1NC(=O)COC(=O)c1cc[n+]([O-])cc1,6,0.1,-8,2.0,-0.2,-8,2.1,0.1,2
CN(CC(=O)Nc1ccccc1C(F)(F)F)C(=O)c1ccc2c(=O)n3c(nc2c1)CCC3,?,0.0,?,1.5,-1.9,8,-1.9,0.1,5
O=C(Cc1cccc(NC(=O)C2CCN(C(=O)C3CC3)CC2)c1)Nc1cccc(C(=O)N2CCCC2)c1,2,-1.3,0,-1.0,-0.2,4,0.2,-0.8,-1
Cc1noc(/C=C/N(C)C)c1S(=O)(=O)N1CCCC(C(=O)NCc2ccc(Cl)cc2)C1 (configuration not stated),-3,-0.6,12,-0.6,1.1,56*,-2.2,.,-3
O=C(NCCN1CCOCC1)[C@H](Cc1ccccc1)N1C(=O)c2ccccc2C1=O,-2,0.4,-18,3.6,-1.2,-3,0.1,0.5,3
CCCNC(=O)c1cc(C2CCCN(C(=O)c3ccc(NC(C)=O)cc3)C2)on1 (configuration not stated),-2,.,-4,.,-0.5,5,-1.1,0.1,2
Cc1cc(Cl)ccc1NC(=S)NCc1ccc(Cl)cc1,0,2.4,0,-0.8,-0.2,11,-5.0,-2.4,1
Cc1noc(NS(=O)(=O)c2ccc(NC(=O)c3ccc(N(C)C)cc3)cc2)c1C,-4,3.9,-4,0.2,0.4,32*,-1.7,-0.8,3
OCCNCCCOc1cc(Cl)ccc1Cl,0,-1.4,-2,-0.7,-0.9,-4,-3.7,.,5
Cc1ccc(S(=O)(=O)CCC(=O)Nc2sccc2C(N)=O)cc1,7,-0.8,-3,1.4,1.0,3,-0.5,-2.7,5
CC(C)(C)CNC(=O)[C@]1(C)CCC[C@@]2(C)C3CC[C@@]4(C)C[C@]3(CCC21)CC4=O (some centres not stated),-1,0.9,-1,-0.4,-0.6,2,-2.4,0.0,2
CC(C)c1ccc(NC(=O)COC(=O)/C=C/c2cccc(Br)c2)cc1,0,-1.8,-8,-0.5,0.2,10,0.2,.,-1
CCc1nc2ccccc2nc1N1CCN(S(=O)(=O)c2ccccc2)CC1,-11,.,-3,4.5,-0.7,-3,-4.7,1.3,-7
COc1cccc(NC(=O)C2(C)CCN2C(=O)Cc2ccc(C(C)C)cc2)c1 (configuration not stated),-2,.,-3,.,0.0,9,-4.0,0.4,-4
CC(=O)Nc1ccc(SCCN2CC[C@@H](O)CCC2=O)cc1,1,0.9,2,-0.6,0.2,0,-3.3,0.0,0
COc1cc(/C=C2\SC(=N)N(c3ccc(F)cc3)C2=O)ccc1O,-2,0.0,-2,0.3,-0.2,11,-3.4,.,-5
COc1ccc(NC(=O)CCSc2nc(C)cs2)cc1,-5,1.1,0,2.5,-0.9,0,0.3,-0.7,0
O=C(NNc1ccc(Cl)cc1)C1CCC1,14,1.6,?,1.4,0.4,7,-0.7,-1.4,-1
COc1cccc(CNC(=O)CN2C(=O)COc3ccc(S(=O)(=O)N4CCC(C)CC4)cc32)c1,-1,0.7,0,2.4,-0.6,7,-3.7,-0.5,2
Nc1nn(-c2ccccc2)c2ccc([N+](=O)[O-])cc12,-3,-1.8,14,-3.0,0.7,14,-3.7,1.1,-4
c1ccc(-c2noc(-c3cccnc3)n2)nc1,-1,-0.8,-3,-0.1,2.2,0,-3.2,2.2,1
O=C(NCc1ccccc1)c1cc(C2CCCN(C(=O)C3CCCCC3)C2)on1 (configuration not stated),-2,.,2,.,-0.4,1,-3.9,-1.8,0
FC(F)(F)c1ccccc1Cc1c(-c2ccccc2)nc2c3ccccc3ccn12,-4,.,0,.,1.6,.,-2.6,-2.9,6
C/C=C/c1ccc(OCCNCc2ccccc2)c(OC)c1,-6,-1.2,-29,1.1,2.7,4,0.2,0.8,3
CCCc1nc2cc(CC(=O)OC)ccc2o1,0,-0.3,-2,-1.1,-2.6,-12,-0.4,-2.3,1
Cc1cc(NC(=O)CSc2nnc(C3CC3)n2C)no1,-1,0.1,32,2.4,0.7,11,-1.9,0.9,-7
CCCCC(=O)NC(c1cccc([N+](=O)[O-])c1)c1c(OC(C)=O)ccc2ccccc12 (configuration not stated),1,-0.1,-2,0.9,0.0,-4,-3.2,0.8,-1
Nc1ccc(S(=O)(=O)NNC(=O)C(=O)NNc2ccccc2)cc1,0,-0.7,-4,.,-1.3,8,-1.0,-0.4,0
COc1ccc(CNc2ccc3cn[nH]c3c2)c(OC)c1OC,-6,-0.9,-18,-0.1,2.1,18,-2.5,1.7,4
O=C(NC(=S)Nc1cccc2[nH]ncc12)c1ccccc1,-4,-0.3,-9,-1.2,-2.0,-3,-4.1,-0.2,4
Cc1ccc(C)c(-c2csc(N)c2C(=O)OC(C)C)c1,-4,0.5,-3,-0.3,-0.2,-5,-0.9,.,-4
CCN(CC)C(=O)N1CCN(C(=O)c2ccc(C)cn2)CC1,-3,-2.0,2,0.3,-0.6,-6,-3.6,-2.5,-4
O=C1NC(c2ccccc2)C(C(=O)c2cccs2)=C1O (configuration not stated),-1,0.0,4,0.2,0.1,17,-2.9,.,-1
CCC(=O)NC(=S)Nc1ccc(NC(=O)c2ccc(C)c([N+](=O)[O-])c2)cc1,-4,-0.4,4,0.9,-0.1,8,0.2,.,2
O=C(COc1ccccc1)NCc1ccccc1,-2,-0.6,-20,-0.2,-2.3,-7,.,-0.5,2
OCC12CO[C@@H]3c4ccccc4[C@H](OC1)N32 (some centres not stated),-4,45*,-6,-1.3,-0.5,-6,-3.0,-0.1,-1
N/C(=N\OC(=O)c1cccc(Cl)c1)c1ccncc1,1,-0.7,-2,5.8,0.6,5,0.5,.,2
CN(C)[C@@H]1CCC[C@H]1OC(=O)C(c1ccccc1)c1ccccc1,-2,-0.8,-1,0.5,0.3,0,-2.7,.,1

# Brought forward from above: six compounds, then new ones.
SMILES,Anthrax LF prot,PfHsp40 rescue,BoNT F protease,Mtb UGM inh,BoNT-A LC inh2,GDH-TPI counter,FadD28 binding,Mtb BioA inh,FBA Mtb inh
O=C1NC(c2ccccc2)C(C(=O)c2cccs2)=C1O (configuration not stated),-1,0.0,4,0.2,0.1,17,-2.9,.,-1
CCC(=O)NC(=S)Nc1ccc(NC(=O)c2ccc(C)c([N+](=O)[O-])c2)cc1,-4,-0.4,4,0.9,-0.1,8,0.2,.,2
O=C(COc1ccccc1)NCc1ccccc1,-2,-0.6,-20,-0.2,-2.3,-7,.,-0.5,2
OCC12CO[C@@H]3c4ccccc4[C@H](OC1)N32 (some centres not stated),-4,45*,-6,-1.3,-0.5,-6,-3.0,-0.1,-1
N/C(=N\OC(=O)c1cccc(Cl)c1)c1ccncc1,1,-0.7,-2,5.8,0.6,5,0.5,.,2
CN(C)[C@@H]1CCC[C@H]1OC(=O)C(c1ccccc1)c1ccccc1,-2,-0.8,-1,0.5,0.3,0,-2.7,.,1
CCN(CC)S(=O)(=O)c1ccc2oc(Nc3ccc(OC)cc3)nc2c1,18,-0.2,-16,-0.3,-3.6,-5,2.9,0.3,-2
O=C(Nn1cnc2ccccc2c1=O)c1ccc(F)cc1Cl,-1,0.0,-5,3.3,-0.7,-4,-1.1,-0.6,-2
COc1ccc(CNCCCn2cnc(C(=O)Nc3ccc(C)c(C)c3)n2)cc1,0,-1.3,-2,.,-0.1,2,-0.8,-2.6,-1
CN(C)c1ccc(NS(=O)(=O)c2ccc(Cl)cc2)cc1,-2,0.0,-6,3.5,-0.4,-1,-1.6,.,0
Cn1c(NC(=O)c2ccco2)c(-c2ccc(Cl)cc2)c(=O)c2ccccc21,-3,0.8,2,-3.3,0.0,22,2.0,3.2,8
CCOC(=O)c1nn(-c2ccccc2C)c2nc(-c3ccc(Cl)cc3)c(C#N)c(=O)n12,-8,0.6,-3,-2.5,0.6,27,-1.3,.,2
CC(=O)N1CCN(C(=O)/C(C#N)=C/c2ccc3c(c2)OCO3)CC1,3,-1.9,-13,-0.4,0.6,16,-2.0,0.6,-2
N#Cc1ccc(OCCN2C(=O)NC3(CCSC3)C2=O)cc1 (configuration not stated),-1,0.1,-6,-0.5,-0.3,8,-1.7,-0.3,11
CCN(CC)c1ccc(S(=O)(=O)N2CCOCC2)cc1NC(=O)Cn1nc(C)c([N+](=O)[O-])c1C,.,0.0,.,-2.1,.,2,-1.3,-1.0,5
Cc1cccc(NC(=O)CCS(=O)(=O)c2ccccc2)c1,-12,2.6,?,1.7,-6.0,2,-5.2,.,-1
CCCS(=O)(=O)NC(=O)C1(C)CCCN(C(=O)c2c(F)ccc(C)c2F)C1 (configuration not stated),-1,.,2,.,-0.2,-13,0.1,-1.3,2
O=C(CSc1nnc(-c2ccccc2)n1Cc1ccccc1)NNC(=O)c1ccccc1O,1,166*,-5,-2.7,-0.3,6,-1.1,0.2,8
CCc1ccc(Nc2nnc(SCC(=O)NC(=O)CN3CCCC3=O)s2)cc1,-7,1.0,-2,-1.0,-0.6,-1,-0.7,-0.5,2
CCC1=Nc2cc(C(=O)N3CCC4(CC3)OCCO4)ccc2Sc2ccccc21,0,3.6,0,0.9,0.5,8,-0.2,.,1
Cc1ccc(C(NC(=O)N2CCOCC2)C(Cl)Cl)cc1F (configuration not stated),2,-0.3,-1,-1.1,0.0,2,-1.3,.,0
CCc1nc2c(OCc3ccccc3C)cccn2c1N(C)C(=O)CC(C)C,-1,.,-1,.,-0.1,-7,-4.1,4.5,1
CC(C)CN(C(=O)CSc1nnc2ccccn12)C1CCS(=O)(=O)C1 (configuration not stated),2,-1.5,-10,3.0,-0.4,-7,-3.4,-2.0,5
COc1cc(C(=O)NC(C)C2CC3CCC2C3)cc(OC)c1OC (configuration not stated),2,-0.1,-5,3.8,-2.0,6,-3.1,1.0,0
Cc1ccc(Nc2nnc(SCC(=O)Nc3ccc(S(=O)(=O)N4CCOCC4)cc3)s2)cc1,-3,-1.6,-3,1.0,-0.8,13,-5.3,0.6,0
COc1cc(NC(=O)C(C)(C)C)c(C(=O)OCC(=O)Nc2cc(C)on2)cc1OC,1,.,-4,.,0.6,11,-1.4,-1.1,3
CCOC(=O)C1=CC[C@H]2c3c(c4ccccc4n3C)C[C@H]1N2C,-1,-0.8,-2,-0.2,-0.4,10,0.3,-1.7,1
CN(C)C(=O)c1cc2cc(Br)ccc2s1,-5,0.3,-14,0.1,-0.9,3,0.6,.,1
COc1ccc(CNC(=O)C(C)NCc2ccc(S(N)(=O)=O)cc2)cc1 (configuration not stated),-2,-0.2,-4,-0.5,-6.4,-2,-0.6,0.5,1
CC(=O)Nc1ccc(C(=O)N/C(=C/c2ccccc2)C(=O)Nc2cccc(C(=O)O)c2)cc1,-10,3.5,6,0.1,-1.1,2,-0.9,.,1
CCOc1cc(/C=N/NC(=O)C2CC2)ccc1OC(C)C,1,0.0,-1,1.2,0.1,3,-3.7,0.0,1
CCc1nnc(NC(=O)C2(C)COC(c3ccccc3)OC2)s1 (configuration not stated),0,-1.3,-6,0.9,-0.1,-2,-1.9,.,-1
CC(=O)NCCNC(=O)c1cc(-c2cccc3ccccc23)nc2ccccc12,2,0.1,8,-3.3,0.2,-8,1.3,-0.7,3
O=C(CSc1nnc(-c2ccccc2O)o1)Oc1ccc(OCc2ccccc2)cc1,-5,-1.5,6,-2.5,-0.6,8,-0.4,-1.1,-2
CCCCCCCCC(c1nc2ccccc2[nH]1)N1CCN=C(c2ccccc2)C1=O (configuration not stated),2,.,-7,.,-0.8,.,-1.2,-1.1,2
O=C(Nc1ccccc1)N1CCC(c2ccccc2)C1 (configuration not stated),-2,-0.4,-6,-2.1,-0.4,5,-1.0,1.0,1
